Assay outcomes (PubChem BioAssay)
VHR inh abs – DUSP3 (human) phosphatase inhibition. P51452. recombinant VHR phosphatase, pNPP absorbance. hit rate 0.52% among 290,000. inhibition, % at 13.3 µM; in the data active means inhibition above about 50%; further: some compounds called inactive have numbers as strong as hits
Target sequence (P51452 whole entry, looked up): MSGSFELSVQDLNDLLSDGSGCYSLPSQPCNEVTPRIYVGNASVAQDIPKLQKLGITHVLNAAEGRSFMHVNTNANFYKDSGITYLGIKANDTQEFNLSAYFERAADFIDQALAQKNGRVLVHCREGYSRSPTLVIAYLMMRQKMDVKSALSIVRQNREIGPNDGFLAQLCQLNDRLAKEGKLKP
BH1578 lux ind – induces V. cholerae light production without autoinducers; hit rate 0.16% among 350,000; AID 588436; activation, % at 18.7 µM; V. cholerae BH1578 lux reporter, luminescence, 6 h; in the data active means activation mostly above about 9.7%, no sharp cut-off; further: not every result past the cut was called active; inactives centre near 0; reference of the scale not given here
MazF activator – activators of E. coli MazEF toxin-antitoxin RNase | activation, % at 20 µM | hit rate 0.32% among 350,000 | FAM/BHQ RNA-DNA oligo cleavage fluorescence, 5 h | P0AE70; in the data active means activation above about 50%
Target sequence (P0AE70 whole entry, looked up): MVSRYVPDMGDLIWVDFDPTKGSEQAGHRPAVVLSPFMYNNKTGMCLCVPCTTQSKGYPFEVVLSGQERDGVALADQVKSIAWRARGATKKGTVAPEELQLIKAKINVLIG
PfHsp40 yeast – rescue of PfHsp40-mediated yeast toxicity; S. cerevisiae expressing PfHsp40, growth rescue, ATP luminescence; growth rescue, % at 12.5 µM; hit rate 0.68% among 340,000; AID 504582; in the data active means growth rescue above about 28%, passing the limit was not always enough;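 further: yeast W303a lacking pdr1 and pdr3 grown in galactose medium; growth measured after three days at 30 °C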
SSB-PriA inh – inhibitors of Klebsiella pneumoniae PriA binding to SSB C-terminal tail; hit rate 0.6% among 430,000; inhibition, % at 33 µM; AlphaScreen SSBct-PriA binding, biotinylated peptide; in the data active means inhibition mostly above about 37%, no sharp cut-off; inactive means mostly below about 20%;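 further: plate controls were negative control peptide for no effect and reference peptide for full effect; strong numbers were not always called active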
Rv3671c protease – Rv3671c (M. tuberculosis) protease inhibition. inhibition, % at 5.96 µM. P9WHR9. hit rate 0.048% among 320,000; in the data active means inhibition above about 38%;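 further: extracellular domain of Rv3671c used as enzyme; 0% = enzyme with DMSO and 100% = no enzyme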
Y pestis TopoI – blocks Yersinia pestis topoisomerase I activity; Y. pestis Topo-I cleavage product accumulation, plate reader; activity, % at 10 µM; hit rate 0.064% among 360,000; AID 504884; in the data active means activity above about 50%, passing the limit was not always enough; further: inactives centre near 2
Anthrax LF inh2 – anthrax lethal factor protease inhibition. P15917. multiplex microsphere protease cleavage assay, LF. inhibition, % at 10 µM. hit rate 0.12% among 360,000. AID 588501; in the data active means inhibition above about 30%; further: plate controls were buffer without enzyme for full effect and enzyme alone for no effect
Target sequence (P15917 whole entry, looked up): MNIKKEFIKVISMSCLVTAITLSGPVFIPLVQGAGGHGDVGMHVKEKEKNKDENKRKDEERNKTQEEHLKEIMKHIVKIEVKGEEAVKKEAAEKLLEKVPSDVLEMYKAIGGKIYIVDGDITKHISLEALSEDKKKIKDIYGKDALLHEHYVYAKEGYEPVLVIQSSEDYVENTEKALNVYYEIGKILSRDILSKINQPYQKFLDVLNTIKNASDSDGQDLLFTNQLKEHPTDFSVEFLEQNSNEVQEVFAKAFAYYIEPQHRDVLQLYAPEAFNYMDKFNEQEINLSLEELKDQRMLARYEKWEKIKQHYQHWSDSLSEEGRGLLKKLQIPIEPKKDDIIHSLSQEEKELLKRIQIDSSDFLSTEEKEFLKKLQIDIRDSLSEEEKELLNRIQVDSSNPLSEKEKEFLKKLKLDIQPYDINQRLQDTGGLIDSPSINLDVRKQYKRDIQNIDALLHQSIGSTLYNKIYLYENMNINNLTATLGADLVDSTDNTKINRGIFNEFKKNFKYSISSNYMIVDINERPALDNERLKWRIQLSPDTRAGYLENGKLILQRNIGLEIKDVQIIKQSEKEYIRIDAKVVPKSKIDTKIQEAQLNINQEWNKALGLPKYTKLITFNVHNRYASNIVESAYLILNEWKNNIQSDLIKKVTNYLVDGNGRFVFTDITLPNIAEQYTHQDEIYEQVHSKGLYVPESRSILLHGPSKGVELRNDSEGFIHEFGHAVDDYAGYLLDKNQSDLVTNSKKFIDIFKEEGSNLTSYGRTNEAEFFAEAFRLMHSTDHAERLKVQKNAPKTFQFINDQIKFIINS
TcdB GH inh – TcdB glycohydrolase inhibition; P18177; TcdB glycohydrolase enzymatic assay, plate reader; inhibition, % at 9.99 µM; hit rate 0.24% among 350,000; in the data active means inhibition above about 10%
SARS 3CLpro inh – SARS-CoV 3CLpro protease inhibition; AID 1706; P0C6X7; recombinant SARS-CoV 3CLpro, quenched FRET peptide cleavage; inhibition, % at 6 µM; hit rate 0.14% among 290,000; in the data active means inhibition above about 12%
* marks the source's active call; other numbers are inactive results; i = inactive; . = not tested or not shown; & = joins results of further samples.

SMILES	VHR inh abs	BH1578 lux ind	MazF activator	PfHsp40 yeast	SSB-PriA inh	Rv3671c protease	Y pestis TopoI	Anthrax LF inh2	TcdB GH inh	SARS 3CLpro inh
CCC1(O)CCC2C3CCC4=CC(=O)CCC4C3CCC21CC (stereo unspecified)	.	-4.3	-2	-0.9	-4	.	13	-10	-0.4	.
Cc1cccc(OCC(=O)Nc2ccc3c(c2)nc(CCN2CCC(C)CC2)n3C)c1	2	-0.2	10	-0.4	6	5	2	3	0.3	-9
COc1ccc(-n2cccc2C=O)cc1OC	19	-7.4	8	-1.7	-7	-3	4	-2	.	-5
O=C(Cn1cnc2ccccc2c1=O)N1CCN(Cc2ccc3c(c2)OCO3)CC1	23	-1.0	0	-1.5	-8	-4	-3	4	.	-3
Nc1nc(SCC(=O)c2ccc(Br)s2)n[nH]1	11	-0.2	17	-1.3	5	-2	4	-7	1.2	1
COc1ccc(C(CNC(=O)c2cccc(S(=O)(=O)NCc3ccccc3)c2)N2CCOCC2)cc1 (stereo unspecified)	.	i	0	0.5	-1	0	-5	3	-0.8	.
CC(C)SCc1nc2ccccc2[nH]1	17	-7.7	5	1.9	2&-19	-9	7	0	.	4
CN(C)C(=O)Nc1ccc(F)cc1F	4	3.1	-3	-0.3	-7	-3	-4	0	.	3
CC(=O)Nc1ccc2c(c1)nc(CN1CCCC1)n2C	-41	i	8	-0.5	-17	-6	-1	-1	.	1
COc1ccc(C(CC(=O)O)NS(=O)(=O)c2ccc3c(c2)NC(=O)CO3)cc1 (stereo unspecified)	18	-0.2	7	-0.6	8	5	0	-10	0.9	-3
COc1ccc(N2CCN(c3nc4ccc(C)cn4c(=O)c3C=O)CC2)cc1	23	-0.2	-2	1.8	5	-2	0	-1	-0.3	-5
CCOC(=O)C1(CCc2ccccc2)CCN(C(=O)C2CCCO2)CC1 (stereo unspecified)	25	-0.7	3	-1.1	-17	8	3	-8	0.0	4
Cc1cc(C)n2c(SCc3ccc(Cl)cc3Cl)nnc2n1	-12	-0.4	-4	1.7	-5	0	5	0	.	2
CC12CCC(=O)N1C(C(=O)Nc1ccccc1N1CCCC1)CS2 (stereo unspecified)	.	-0.3	7	-1.5	6	.	4	-4	-0.5	.
COc1ccc2[nH]c(=O)c(CN(Cc3cccnc3)C(=O)Nc3ccccc3)cc2c1	3	i	4	288*	-4	1	10	-4	.	-6

Look-ups from the list:
Under VHR inh abs, COc1ccc(-n2cccc2C=O)cc1OC is entered as 19
Under Y pestis TopoI, CCOC(=O)C1(CCc2ccccc2)CCN(C(=O)C2CCCO2)CC1 (stereo unspecified) is entered as 3

(continued)
SMILES	VHR inh abs	BH1578 lux ind	MazF activator	PfHsp40 yeast	SSB-PriA inh	Rv3671c protease	Y pestis TopoI	Anthrax LF inh2	TcdB GH inh	SARS 3CLpro inh
COc1cccc(NC(=O)C2(C)CCN2C(C)C)c1OC (stereo unspecified)	.	-6.4	.	.	.	.	5	-5	-0.5	.
CSc1cccc(NC(=O)CSc2ccc(C)cc2)c1	24	-0.3	2	-1.1	0	-3	14	-8	.	6
CCN(CC)S(=O)(=O)c1cc(NS(=O)(=O)c2cccc(Cl)c2Cl)ccc1C	-7	-0.2	-2	0.1	-12	-2	-3	2	-0.8	4
Cc1ccc(C2C3=C(CC(C)(C)CC3=O)NC3=C2C(=O)c2ccccc23)cc1 (stereo unspecified)	6	-0.4	10	1.3	51*	8	-17	-4	.	1
CCN(Cc1ccc(OC)c(F)c1)C(C)C(=O)Nc1ccc(S(=O)(=O)N2CCCC2)cc1 (stereo unspecified)	.	i	0	0.0	5	-15	3	4	0.9	.
Brc1cccc(-c2nnc(SCc3ccon3)n2-c2ccccc2)c1	34	-0.3	0	0.6	-10	-3	36	-6	2.9	-5
COc1ccc(OC)c(CN(CCN2CCOCC2)C(=O)Nc2cccc(Cl)c2)c1	5	i	-2	0.2	10	-5	-6	-1	.	4
O=CNc1cc(-c2cccc(F)c2)cn2c(-c3ccc(F)c(Cl)c3)cnc12	.	i	.	.	.	.	3	-5	-0.4	.
C/C=C/c1ccc(OCCN2C(=O)NC(C)(C)C2=O)c(OC)c1	-10	-3.7	8	3.4	0	1	-3	-2	.	1
CC(C)CNc1nc(Oc2ccc(=O)[nH]n2)nc(N(C)C)n1	13	i	0	-0.6	-13	1	-7	-4	.	0
O=C(CSc1nnnn1C1CCCCC1)NCc1ccccc1	-15	-0.5	5	2.2	5	-5	7	1	.	0
CCc1noc(C)c1C(=O)Nc1sc(C(=O)N(C)C)c(C)c1C(=O)OC	3	-0.3	4	-0.1	-3	-1	6	-7	.	3
O=C(NCCCO)c1ccc(CSc2nc3ccccc3[nH]2)cc1	-12	-1.1	2	9.2	-14	2	1	-7	1.9	0
CC(C)c1nnc(NC(=O)CCC(=O)NCCc2ccccc2)s1	8	-0.8	-2	0.0	-2	2	-9	9	1.1	0
S=c1[nH]nc(Cc2cccs2)n1-c1ccccc1Cl	31	-0.3	-8	-1.0	-9	6	-3	1	-0.2	1
OCC1N=C(c2ccccn2)OC1c1ccccc1 (stereo unspecified)	2	-0.3	3	-1.7	0	-2	-7	-3	.	0
CCOC(=O)CNc1nc2ccccc2n2c(C)nnc12	22	-0.1	6	0.1	-6	-11	-3	-2	.	1
Cc1c(NC(=O)C(C)OC(=O)/C=C/c2ccccc2)c(=O)n(-c2ccccc2)n1C (stereo unspecified)	14	i	8	-1.2	-9	4	5	-1	1.4	6
CCOc1ccc(NC(=O)Nc2ccc3c(c2)N(C)C(=O)CS3)cc1	7	-0.4	5	0.1	-2	2	1	-11	0.7	2
COc1cccc(C(=O)NCCS(=O)(=O)NCCc2ccccc2)c1	.	12	1	0.8	2	3	-2	2	0.6	.
O=C(COC(=O)CCCN1C(=O)c2ccccc2C1=O)Nc1cc(Cl)cc(Cl)c1	14	-0.1	-10	1.3	-12	-34	7	-3	.	1
COc1ccc(OC)c(NC(=O)CCn2cccc2)c1	4	i	9	-0.5	-4	7	-13	-6	.	3
O=C(Cn1cnnn1)OCC(=O)c1ccc(Cl)s1	13	-5.8	1	0.9	-27	-6	-20	1	.	-5
O=C(NCc1ccccc1)N(Cc1cc2cc3c(cc2[nH]c1=O)OCCO3)CC1CCCO1 (stereo unspecified)	36	2.4	3	0.0	-11	.	14	-3	.	5
CC(=O)N1CCN(S(=O)(=O)c2cccc(C(=O)N(C)Cc3ccc(C)o3)c2)CC1	.	i	-1	-0.6	-1	.	-9	-3	1.2	.
CCOc1ccc(/C(CC)=N/NC(=O)C2(C)CC2(Br)Br)cc1 (stereo unspecified)	-12	-1.7	-6	-1.4	.	-6	9	1	.	6
Cc1ccc(C(=O)NNC(=S)NC(=O)c2ccccc2)cc1	.	-0.4	-13	17	-2	1	-2	-9	-3.6	.
CCc1ccc(OCC(=O)NNC(=O)Cc2c(F)cccc2Cl)cc1	.	-0.2	-21	-1.0	-1	3	10	-2	2.1	.
CCCNC(=O)C(CC)NC(=O)c1cccc([N+](=O)[O-])c1 (stereo unspecified)	.	-2.1	-2	-0.3	6	-1	1	0	0.1	.
Cc1sc(NC(=O)CSc2nnc(-c3ccc(F)cc3)o2)c(C#N)c1C	4	-17	-7	-0.9	7	-6	7	-17	.	5
CCN(CC)c1ccc(NC(=O)c2ccc(Br)o2)cc1	26	i	-3	1.0	28	1	-2	-2	.	3
O=C(Nc1ccc(Cl)c(S(=O)(=O)N2CCOCC2)c1)c1cn2ccccc2n1	32	2.1	2	-2.1	-2	-4	4	-2	-0.3	1
CC(C)c1ccc(NC(=O)c2cc(Br)ccc2Br)cc1	14	-0.3	-8	2.0	-7	1	4	-5	0.2	0
CC1CC(C)CN(C(=O)c2ccc(C(=O)c3ccccc3)cc2)C1 (stereo unspecified)	.	i	4	1.1	-8	-1	24	-4	0.1	.
O=C(Nc1nnc(-c2cccs2)o1)c1cccc(F)c1	.	-0.3	10	6.0	-1	3	2	-9	0.4	-8
CC(C)(C)C(=O)NC1(C(F)(F)F)NC(=O)N(c2ccccc2F)C1=O (stereo unspecified)	31	-0.5	3	-0.4	-5	2	-5	-8	1.1	6
Cc1ccc2c(N)c(C(=O)N(c3ccccc3)c3ccccc3)sc2n1	-5	-0.2	4	-1.0	0	9	18	.	.	0
Cc1nc2ccc(S(=O)(=O)NCC(=O)N3CCCC(C)C3)cc2s1 (stereo unspecified)	-14	-5.6	2	-0.1	-19	7	-9	6	.	-6
Cc1ccc(O)c(NC(=O)CSc2n[nH]c(C)c2[N+](=O)[O-])c1	9	-1.0	14	1.2	-6	-2	-3	-6	-0.3	2
Cc1nnc(NCCc2ccccc2)c2ccccc12	0	-2.2	3	0.0	-5	0	0	0	-0.3	-8
Cc1ccnc(NC(=O)CSc2ccc3c(c2)OCCO3)c1	.	i	1	0.4	-1	2	7	-3	2.6	.
CC1CCCC(C)N1CC(O)COc1c(F)cc(Br)cc1F (stereo unspecified)	-2	-0.6	3	-0.1	-15	-13	-5	1	0.1	0
CCOC(=O)c1nn(-c2ccc(OCC)cc2)c2nc(CC(C)C)c(C#N)c(=O)n12	4	i	-4	0.5	-9	5	-2	-3	.	-1
C/C(=N\N=C\c1ccc(N(C)C)cc1)c1cccc([N+](=O)[O-])c1	-2	0.2	-3	2.3	.	-5	-1	-3	.	2
COc1ccc(C(=O)COC(=O)CCN2C(=O)C3C4CC(C(Br)C4Br)C3C2=O)cc1 (stereo unspecified)	3	i	5	0.4	-14	5	-8	0	.	9

In the list so far, two contain a cyano group.
SMILES	VHR inh abs	BH1578 lux ind	MazF activator	PfHsp40 yeast	SSB-PriA inh	Rv3671c protease	Y pestis TopoI	Anthrax LF inh2	TcdB GH inh	SARS 3CLpro inh
Cc1sc(NC(=O)CSc2nnc(-c3ccc(F)cc3)o2)c(C#N)c1C	4	-17	-7	-0.9	7	-6	7	-17	.	5
CCOC(=O)c1nn(-c2ccc(OCC)cc2)c2nc(CC(C)C)c(C#N)c(=O)n12	4	i	-4	0.5	-9	5	-2	-3	.	-1

(more compounds)
SMILES	VHR inh abs	BH1578 lux ind	MazF activator	PfHsp40 yeast	SSB-PriA inh	Rv3671c protease	Y pestis TopoI	Anthrax LF inh2	TcdB GH inh	SARS 3CLpro inh
COc1ccccc1-c1c(C)oc2c(CN3CCCCC3C)c(O)ccc2c1=O (stereo unspecified)	.	-1.1	4	-0.8	-15	9	3	-3	2.3	1
CCc1nnc(NS(=O)(=O)c2ccc(NC(=O)C(c3ccccc3)c3ccccc3)cc2)s1	.	-0.6	1	5.1	2	-4	2	-4	-5.4	.
COc1ccc(C(=O)NCC(=O)N2CCN(C(=O)c3ccco3)CC2)cc1[N+](=O)[O-]	.	-0.8	-1	-0.5	-4	-2	-4	-9	1.7	.
O=C(NCc1ccccc1Br)C1CCCO1 (stereo unspecified)	-3	i	8	-1.2	-28	-5	6	4	1.2	1
O=C(O)C1C2C=CC(C2)C1C(=O)NCc1cccc(Cl)c1 (stereo unspecified)	-6	-0.3	3	0.8	-15	3	-4	-4	0.0	-1
O=C(c1cc2cc(Cl)ccc2[nH]1)N1CCCCC1	9	i	-18	1.9	1	-5	1	-1	0.9	3
O=C(Nc1nc(-c2cccnc2)cs1)c1ccccc1Cl	10	-0.2	0	0.0	2	3	1	2	.	-2
C[C@H](NC(=O)OC(C)(C)C)c1nnc(SCC(=O)c2ccc(Cl)cc2)o1	18	-0.3	0	-0.5	-1	0	12	-10	.	6
Cn1c(Cn2c(=O)sc3ccccc32)nnc1SCc1cccnc1	8	-0.4	5	-2.0	1	11	-3	-13	1.3	0
CC(=NO)c1ccc2c(c1)Cc1cc([N+](=O)[O-])ccc1-2	.	i	12	-1.9	11	.	-25	-5	0.8	.
O=C(CN1CCOCC1)NCC(=O)Nc1ccc(Br)cc1C(=O)c1ccccc1	19	-0.6	6	-0.3	-10	0	13	-3	.	3
O=C(CSc1nnc(-c2ccc(Cl)cc2)n1-c1ccc(Cl)cc1)N/N=C/c1ccco1	3	i	3	7.7	.	-4	21	-1	2.1	5

An excerpt from above with just Y pestis TopoI:
mol,Y pestis TopoI
COc1ccc(C(CC(=O)O)NS(=O)(=O)c2ccc3c(c2)NC(=O)CO3)cc1 (stereo unspecified),0
COc1ccc(N2CCN(c3nc4ccc(C)cn4c(=O)c3C=O)CC2)cc1,0

A portion of the library. The share of hits here may be higher or lower than overall.
